Screening data as filed in PubChem.
Abeta rescue: restores growth of yeast expressing A-beta42 peptide; yeast expressing A-beta42, growth rescue, OD600, 48 h; response scale: 0% DMSO, 100% iron-clioquinol control; Potency, µM (series often up to 46.1 µM), without a hit: at the top dose growth rescue, hits mostly activators; 410,000 tested, 0.063% active; also: potency is read from the fitted curve at half-maximal effect; nearly all actives have a fitted effect of over 55% in size
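Growth rescue measured by 600 nm absorbance after 48 h yeast culture at 30 C with compound. Values normalized between DMSO and an equimolar ferric chloride plus clioquinol control.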
EPAC1 ag: agonists of human EPAC1 | O95398 | Potency, µM (highest dose often 154 µM), for inactives: at the top dose activation, most hits filed as activators | EPAC1 agonist qHTS, biochemical assay; response scale: 100% = response to 6.5 mM cAMP | 360,000 tested, 0.073% active; also: potency is read from the fitted curve at half-maximal effect; nearly all actives have a fitted effect of over 60% in size
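Nucleotide exchange by EPAC1 (100 nM) on Rap1B–BODIPY-GDP (250 nM) in the presence of 50 uM GDP is tracked fluorescently at 480/540 nm over 30 min. Signals are normalized to a 6.5 mM cAMP control.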
FUS yeast rescue: FUS proteinopathy suppression in yeast; S. cerevisiae FUS-expressing, growth rescue, OD600, 24 h; Potency, µM (titrated, usually from 76.6 µM), without a hit: top-dose growth rescue (activation), most hits filed as activators; 390,000 tested, 0.24% active; AID 1347120;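 also: potency is read from the fitted curve at half-maximal effect; plate controls were DMSO vehicle for no effect and reference control for full effect; nearly all actives have a fitted effect of over 55% in size; some results filed as inactive show a strong effect at the top dose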
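Quantitative HTS measuring growth restoration of FUS-toxic yeast. Galactose-induced cells (OD 0.005) were exposed 24hr at 30C to compounds at several concentrations, then absorbance at 600 nm was recorded.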
WRN inhibitor: inhibitors of human WRN helicase. Q14191. WRN helicase unwinding, fluorescent forked duplex, kinetic. Potency, µM (doses to about 114 µM), for inactives: at the top dose activity change, negative = inhibition, usual class: inhibitors. 360,000 tested, 0.46% active. AID 651768; also: potency is read from the fitted curve at half-maximal effect; % is scaled to controls: 0 for no effect and ±100 for the full control effect; nearly all actives have a fitted effect of over 55% in size
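Screening of the MLSMR collection measured strand separation of a quenched forked DNA duplex (100 nM) by 20 nM WRN with 2 mM ATP, all final. Compounds were preincubated with enzyme 15 min at room temperature.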
EPAC1 antagonist: EPAC1 (human) antagonism; O95398; 360,000 tested, 0.14% active; Potency, µM (doses to about 115 µM), for inactives: at the top dose activity change, negative = inhibition, most hits filed as inhibitors; EPAC1 GEF assay, Rap1b-BODIPY-GDP exchange fluorescence;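 also: potency is read from the fitted curve at half-maximal effect; plate controls were vehicle for no effect and positive control for full effect; nearly all actives have a fitted effect of over 50% in size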
PI5P4K alpha inh: blocks human PI5P4K alpha kinase activity | P48426 | PI5P4Kalpha enzyme, ADP-Glo luminescence, 60 min; stronger effect = lower value | max response, % | 330,000 tested, 1.2% active; active = max response of -50% or lower; inconclusive = between -30% and -50%; inactive = -30% or higher; also: value at the top dose of about 77 µM; % is scaled to controls: 0 for no effect and ±100 for the full control effect
Target sequence (P48426 whole entry, looked up): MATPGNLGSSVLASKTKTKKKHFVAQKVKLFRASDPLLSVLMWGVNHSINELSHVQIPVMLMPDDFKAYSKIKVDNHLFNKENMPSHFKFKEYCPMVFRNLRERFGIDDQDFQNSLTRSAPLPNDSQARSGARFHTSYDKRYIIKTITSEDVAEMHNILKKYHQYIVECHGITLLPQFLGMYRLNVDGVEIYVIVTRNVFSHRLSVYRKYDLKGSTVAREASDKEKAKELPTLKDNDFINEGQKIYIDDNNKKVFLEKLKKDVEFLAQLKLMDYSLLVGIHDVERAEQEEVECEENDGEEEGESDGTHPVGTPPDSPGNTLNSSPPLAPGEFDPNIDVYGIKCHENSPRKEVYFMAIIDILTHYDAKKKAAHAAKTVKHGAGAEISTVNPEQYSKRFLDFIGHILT
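Controls without substrate or without enzyme flank wells where PI5P4Kalpha converts substrate using 5 microM ATP (final). Incubation lasts 60 minutes at room temperature; ADP formed is read by ADP-Glo luminescence.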
PLK1 PBD block: blocks phosphopeptide binding to human PLK1 polo-box domain; Potency, µM, for inactives: max response, negative = inhibition, usual class: inhibitors; P53350; 360,000 tested, 2.8% active; Plk1 PBD binding of FITC phosphopeptide, fluorescence polarization; also: potency is read from the fitted curve at half-maximal effect; series mostly up to about 57 µM; % is scaled to controls: 0 for no effect and ±100 for the full control effect; nearly all actives have a fitted effect of over 65% in size
Target sequence (P53350 whole entry, looked up, the tested form may be a part): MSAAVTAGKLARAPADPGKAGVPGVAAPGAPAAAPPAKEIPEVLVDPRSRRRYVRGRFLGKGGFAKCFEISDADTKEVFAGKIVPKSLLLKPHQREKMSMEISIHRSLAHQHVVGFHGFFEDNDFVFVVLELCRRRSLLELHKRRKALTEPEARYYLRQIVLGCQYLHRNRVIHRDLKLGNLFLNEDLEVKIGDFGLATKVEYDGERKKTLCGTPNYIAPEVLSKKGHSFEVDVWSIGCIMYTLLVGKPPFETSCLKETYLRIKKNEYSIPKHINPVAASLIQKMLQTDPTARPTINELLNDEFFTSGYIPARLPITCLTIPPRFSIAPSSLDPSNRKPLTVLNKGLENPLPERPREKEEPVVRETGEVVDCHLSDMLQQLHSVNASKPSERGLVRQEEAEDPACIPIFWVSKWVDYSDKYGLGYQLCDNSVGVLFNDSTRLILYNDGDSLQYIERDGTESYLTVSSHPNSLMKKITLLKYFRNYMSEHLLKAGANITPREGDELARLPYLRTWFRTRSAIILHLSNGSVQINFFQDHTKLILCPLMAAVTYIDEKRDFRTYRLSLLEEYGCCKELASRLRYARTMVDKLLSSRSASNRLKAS
IL-2 act: IL-2 activation; 360,000 tested, 0.065% active; IL-2 activation reporter assay, cell-based qHTS; stimulated with anti-CD3/CD4/CD28 beads; in transgenic mouse T cells; activation, % (series mostly up to about 46 µM); in the data active = activation above about 50%; inconclusive = mostly about 30% to 49%; also: 0% is about no effect
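Screening format: compound pinned onto unstimulated transgenic mouse T cells, 60 min incubation, then anti-CD3/anti-CD4/anti-CD28 bead stimulation for 18 hours at 37 degrees C, followed by EGFP and DsRed detection.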
An asterisk follows results filed as active; ? = inconclusive; nt = not tested or not shown; & = joins results of further samples; [ ] = another dose, or the depositor's remark. Unless noted, calls follow the shape of the dose curve; as a rule, active = well fitted curve in the direction sought with a large enough effect; inconclusive = small, poorly fitted or top-dose-only effect, or another doubt; inactive = no such curve, though single readings can be large; an effect the other way counts as inactive or inconclusive.

SMILES	Abeta rescue	EPAC1 ag	FUS yeast rescue	WRN inhibitor	EPAC1 antagonist	PI5P4K alpha inh	PLK1 PBD block	IL-2 act
COc1cc(C(=O)NN=Cc2ccc(N(CCCl)CCCl)cc2)cc(OC)c1OC	5%	-5%	35%	-4%	-13%	2	9%	-0.4
CCCNS(=O)(=O)c1ccc(OCC(=O)N2CCN(Cc3ccccc3)CC2)cc1	-19%	4%	29%	-13%	5%	nt	-1%	-2.1
CN(C)c1ccc(/C=C2/C(=O)NC(=O)N(Cc3ccco3)C2=O)cc1	2%	3%	-7%	50µM*	-26%	-58*	1.9µM*	2.1
CCOP(=O)(OCC)C(Cc1ccccc1)N=C(c1ccccc1)c1ccccc1 (configuration not stated)	5%	-21%	-16%	0%[57.1 µM]	?	11	-3%	-0.8
O=C(O)COc1ccc(Cl)cc1Cl	6%	-12%	5%	5%	8%	-8	?	-3.6
O=C(Cn1ccc2ccccc2c1=O)NCC(=O)N1CCC2(CC1)OCCO2	12%	-1%	1%	-3%	12%	-1	0%	1.1
COCc1cc(C)c(C#N)c(=S)[nH]1	-10%	1%	8%	-14%	22%	-24	27µM*	-0.2
COC(=O)C1=C(c2cc3ccccc3s2)C[C@@H]2CC[C@H]1N2C(=O)NC(C)C	-17%	-2%	10%	3%	6%	1	-6%	-3.0
COc1cc(C(=O)NC(=S)N2C[C@H]3C[C@H](C2)c2cccc(=O)n2C3)cc(OC)c1OC	3%	4%	-6%	-8%	-4%	10	-8%	-0.8
CCn1c(=O)n(CC)c2cc([N+](=O)[O-])c(N3CCNCC3)cc21	14%	2%	22%	10%	3%	4	-5%	0.6
CC(C)S(=O)(=O)N1Cc2ccccc2-n2nncc2C1	-2%	-13%	-22%	3%	-2%	4	-5%	-1.3
O=[N+]([O-])c1cccc(NP(=O)(N2CC2)N2CC2)c1	12%	-4%	-5%	1%	-3%	-5	4%	-0.6
O=c1[nH]c(=O)n(-c2cccc3ccccc23)c(O)c1C=NCCCn1ccnc1	-20%	6%	6%	2%	11%	8	-8%	12
Cn1c(O)c(C(=N)COc2cccc(Cl)c2)c(=O)n(C)c1=O	18%	0%	-14%	-2%	0%	13	-1%	0.9
CCOC(=O)C1(c2ccccc2)CCN(CCC(=O)Nc2ccccc2OC)CC1	-2%	-10%	-23%	0%	18%	-2	-18%	0.2
CC1CC2(O)c3nonc3CCC2N1O (configuration not stated)	-7%	5%	-2%	9%	7%	nt	-2%	2.0
O=C(Nc1ccc(Br)cc1)N1C[C@H]2C[C@@H](C1)c1cccc(=O)n1C2	-8%	-7%	-6%	7%	-3%	-5	-12%	0.1
CCOC(=O)c1ccc(NC(=O)N2C[C@@H]3C[C@@H](C2)c2cccc(=O)n2C3)cc1	-15%	-8%	-7%	4%	7%	0	-7%	0.1
N#CCCn1cc(C(=O)O)c(-c2cccc([N+](=O)[O-])c2)n1	-2%	7%	10%	-9%	?	-2	-3%	-1.1
O=C1NC(=O)C(CCc2ccncc2)(CCc2ccncc2)C(=O)N1CCc1ccc(F)cc1	-3%	7%	32%	-4%	2%	5	-1%	-0.3
O=C(Cc1ccccc1)N1CCN(Cc2ccc([N+](=O)[O-])cc2)CC1	-3%	3%	6%	2%	8%	1	-5%	-1.8
O=C(CNC(=O)c1cccc(Cl)c1)Nc1ccc(Br)cc1C(=O)c1ccccc1	12%	14%	nt	-12%	-13%	9	4%	-4.0
FC(F)(F)c1ccc(NC2=NCCCS2)cc1	-4%	-5%	-17%	-1%	-5%	3	-5%	0.3
N#C/C(=C\c1ccc(O)cc1)C(=O)O	6%	-13%	-32%	8%	-1%	-6	-7%	-0.4
Cc1c(Oc2cc(NN3CCCCC3)c([N+](=O)[O-])cc2[N+](=O)[O-])cccc1[N+](=O)[O-]	-3%	-9%	9%	-1%	-5%	13	-3%	-1.9
O=C1Nc2ccccc2Oc2ccccc21	6%	3%	-17%	-3%	-2%	1	-1%	-1.1
COc1cc2c(cc1OC)C(C(=O)NCCC(C)C)C1CCCCN1C2=O (configuration not stated)	6%	1%	4%	-2%	6%	-4	-6%	0.2
N[C@@H](Cc1ccc(N(CCCl)CCCl)cc1)C(=O)O	1%	-9%	-36%[inhibitor]	9%	4%	-6	-11%	-0.7
CN(Cc1ccccc1)C(=O)CN1CCCC1=O	-8%	-1%	-26%	0%	?	7	-4%	-0.5
COC(=O)C1=C(c2ccc(F)cc2F)C[C@@H]2CC[C@H]1N2C(=O)NCCCOC(C)C	3%	-14%	-9%	-2%	-1%	0	-1%	0.1
COc1ccc(CC2C(=O)NC(=O)NC2=O)c(OC)c1	7%	-9%	3%	2%	10%	-10	-16%	-0.2
Cc1cccn2c(=O)c3c(nc12)N1CCCCCC1C1(C3)C(=O)N(C)C(=O)N(C)C1=O (configuration not stated)	10%	-1%	-13%	-11%	-4%	5	-3%	0.1
CC1[C@H]2Cc3ccc(O)cc3[C@]1(C)CCN2C (some centres not stated)	-6%	-7%	-38%	0%	11%	8	-10%	-0.2
Cc1cccc(N2CCc3c2nc2ccccc2c3N)c1	2%&-3%	1%&-11%	3%	-21%&8%	-2%&-7%	-5&-6	-8%&5%	-5.2&-3.0
Cc1cc(C)c(C2=NOC(O)(C(F)(F)F)C2)c(=O)[nH]1 (configuration not stated)	-7%	4%	-27%	-36%[57.1 µM]	-1%	-6	-12%	-1.0
CCCC12CN3CCN(CC(C3)/C1=N\NC(=O)c1ccncc1)C2	-20%	0%	12%	-4%	7%	6	-3%	-1.5
CC(=NC1CCN(Cc2ccccc2)CC1)c1c(O)n(C)c(=O)n(C)c1=O	0%	7%	13%	1%	-1%	-6	-14%	3.5
CCc1nccc2c1[nH]c1ccccc12	-7%	-17%	6%	6%	-5%	4	-1%	1.7
O=C(Nc1ccc(Cl)c(Cl)c1)c1ccco1	-44%[inhibitor]	0%	-10%	-25%	-6%	7	-4%	0.0
O=C1NC(=O)C(CCc2ccncc2)(c2ccccc2)C(=O)N1	3%	3%	23%	-1%	5%	1	-6%	-0.1
CCOC(=O)CCCCCNC(=O)c1c(O)[nH]c(=O)[nH]c1=O	3%	-7%	-24%	8%	-4%	5	-13%	0.2
O=c1oc2ccccc2c(O)c1C(c1ccc([N+](=O)[O-])cc1)c1c(O)c2ccccc2oc1=O	13%	-15%	38%	?	50µM*	?	?	0.1
O=C(Nc1ccccc1Cl)OC1CN2CCC1CC2 (configuration not stated)	-13%	-6%	14%	-4%	-4%	5	0%	-5.0
Oc1ccc2c3c1OC1[C@H](O)CC[C@@]4(O)[C@@H](C2)N(CC2CC2)CC[C@]314 (some centres not stated)	-13%&-9%	nt	-40%&-39%	7%&2%	3%&-6%	0&0	-2%&-17%	0.0&0.2

15 entries from above, set out differently:
| SMILES | Abeta rescue | EPAC1 ag | FUS yeast rescue | WRN inhibitor | EPAC1 antagonist | PI5P4K alpha inh | PLK1 PBD block | IL-2 act |
| --- | --- | --- | --- | --- | --- | --- | --- | --- |
| COC(=O)C1=C(c2ccc(F)cc2F)C[C@@H]2CC[C@H]1N2C(=O)NCCCOC(C)C | 3% | -14% | -9% | -2% | -1% | 0 | -1% | 0.1 |
| COc1ccc(CC2C(=O)NC(=O)NC2=O)c(OC)c1 | 7% | -9% | 3% | 2% | 10% | -10 | -16% | -0.2 |
| Cc1cccn2c(=O)c3c(nc12)N1CCCCCC1C1(C3)C(=O)N(C)C(=O)N(C)C1=O (configuration not stated) | 10% | -1% | -13% | -11% | -4% | 5 | -3% | 0.1 |
| CC1[C@H]2Cc3ccc(O)cc3[C@]1(C)CCN2C (some centres not stated) | -6% | -7% | -38% | 0% | 11% | 8 | -10% | -0.2 |
| Cc1cccc(N2CCc3c2nc2ccccc2c3N)c1 | 2%&-3% | 1%&-11% | 3% | -21%&8% | -2%&-7% | -5&-6 | -8%&5% | -5.2&-3.0 |
| Cc1cc(C)c(C2=NOC(O)(C(F)(F)F)C2)c(=O)[nH]1 (configuration not stated) | -7% | 4% | -27% | -36%[57.1 µM] | -1% | -6 | -12% | -1.0 |
| CCCC12CN3CCN(CC(C3)/C1=N\NC(=O)c1ccncc1)C2 | -20% | 0% | 12% | -4% | 7% | 6 | -3% | -1.5 |
| CC(=NC1CCN(Cc2ccccc2)CC1)c1c(O)n(C)c(=O)n(C)c1=O | 0% | 7% | 13% | 1% | -1% | -6 | -14% | 3.5 |
| CCc1nccc2c1[nH]c1ccccc12 | -7% | -17% | 6% | 6% | -5% | 4 | -1% | 1.7 |
| O=C(Nc1ccc(Cl)c(Cl)c1)c1ccco1 | -44%[inhibitor] | 0% | -10% | -25% | -6% | 7 | -4% | 0.0 |
| O=C1NC(=O)C(CCc2ccncc2)(c2ccccc2)C(=O)N1 | 3% | 3% | 23% | -1% | 5% | 1 | -6% | -0.1 |
| CCOC(=O)CCCCCNC(=O)c1c(O)[nH]c(=O)[nH]c1=O | 3% | -7% | -24% | 8% | -4% | 5 | -13% | 0.2 |
| O=c1oc2ccccc2c(O)c1C(c1ccc([N+](=O)[O-])cc1)c1c(O)c2ccccc2oc1=O | 13% | -15% | 38% | ? | 50µM* | ? | ? | 0.1 |
| O=C(Nc1ccccc1Cl)OC1CN2CCC1CC2 (configuration not stated) | -13% | -6% | 14% | -4% | -4% | 5 | 0% | -5.0 |
| Oc1ccc2c3c1OC1[C@H](O)CC[C@@]4(O)[C@@H](C2)N(CC2CC2)CC[C@]314 (some centres not stated) | -13%&-9% | nt | -40%&-39% | 7%&2% | 3%&-6% | 0&0 | -2%&-17% | 0.0&0.2 |

The list is partial. The share of hits here may be higher or lower than overall.
